Mtb BioA inh = blocks M. tuberculosis BioA enzyme activity | inhibition, % at 9.99 µM | purified M. tuberculosis BioA enzyme, plate reader | actives 0.096% (n = 360,000) | AID 602481; in the data active means inhibition above about 40%; inconclusive means no clear call, values can overlap the other calls
Rv3671c inh = inhibits the M. tuberculosis serine protease Rv3671c; P9WHR9; AID 2606; actives 0.048% (n = 320,000); inhibition, % at 5.96 µM; in the data active means inhibition above about 38%;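 further: extracellular domain of Rv3671c used as enzyme; 0% = enzyme with DMSO and 100% = no enzyme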
Mtb UGM inh = inhibitors of M. tuberculosis UDP-galactopyranose mutase | P9WIQ1 | purified UGM, fluorescence polarization probe displacement | inhibition, % at 10 µM | actives 0.06% (n = 320,000) | AID 504406; in the data active means inhibition above about 10%, passing the limit was not always enough; inconclusive means no clear call, values can overlap the other calls
Target sequence (P9WIQ1 whole entry, looked up): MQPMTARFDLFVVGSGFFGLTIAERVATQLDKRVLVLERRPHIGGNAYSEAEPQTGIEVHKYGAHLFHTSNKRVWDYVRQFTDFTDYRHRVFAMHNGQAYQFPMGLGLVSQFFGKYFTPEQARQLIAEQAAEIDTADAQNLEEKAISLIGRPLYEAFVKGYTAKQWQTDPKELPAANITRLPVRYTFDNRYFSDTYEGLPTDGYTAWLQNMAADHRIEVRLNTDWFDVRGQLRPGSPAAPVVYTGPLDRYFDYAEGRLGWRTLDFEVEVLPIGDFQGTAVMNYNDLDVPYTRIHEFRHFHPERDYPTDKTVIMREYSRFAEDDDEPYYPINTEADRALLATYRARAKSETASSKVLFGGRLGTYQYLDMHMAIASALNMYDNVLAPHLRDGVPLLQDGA
CCHF vOTU inh = CCHFV vOTU protease inhibition; Pep-AMC fluorescence; actives 0.55% (n = 370,000); inhibition, % at 11.5 µM; further: 0% = vehicle wells with enzyme and 100% = no enzyme wells
MazF activator = increases E. coli MazEF RNase cleavage of RNA. P0AE70. FAM/BHQ RNA-DNA oligo cleavage fluorescence, 5 h. activation, % at 20 µM. actives 0.32% (n = 350,000). AID 504720; in the data active means activation above about 50%
Target sequence (P0AE70 whole entry, looked up): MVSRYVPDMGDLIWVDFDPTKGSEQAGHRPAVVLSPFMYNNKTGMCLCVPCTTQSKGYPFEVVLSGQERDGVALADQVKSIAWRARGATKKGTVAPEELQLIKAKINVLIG
DUSP3 inh = DUSP3 (human) phosphatase inhibition; P51452; recombinant VHR phosphatase, pNPP absorbance; inhibition, % at 13.3 µM; actives 0.52% (n = 290,000); AID 1654; in the data active means inhibition above about 50%; further: some compounds called inactive have numbers as strong as hits
Target sequence (P51452 whole entry, looked up): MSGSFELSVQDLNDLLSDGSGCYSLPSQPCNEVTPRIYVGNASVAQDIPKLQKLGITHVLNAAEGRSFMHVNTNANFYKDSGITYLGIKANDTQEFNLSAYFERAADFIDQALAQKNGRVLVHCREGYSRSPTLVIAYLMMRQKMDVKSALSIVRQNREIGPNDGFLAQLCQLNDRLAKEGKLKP
BoNT-F LC inh = BoNT F light chain protease inhibition. Multiplex microsphere protease cleavage assay, flow cytometry. inhibition, % at 10 µM. actives 0.22% (n = 360,000); in the data active means inhibition above about 35%, passing the limit was not always enough; inconclusive means no clear call, values can overlap the other calls; further: plate controls were buffer without enzyme for full effect and enzyme alone for no effect
FBA Mtb inh = inhibitors of M. tuberculosis fructose-bisphosphate aldolase. purified M. tuberculosis FBA, fluorescence read-out. P9WQA3. inhibition, % at 1 µM. actives 2.3% (n = 360,000); in the data active means inhibition above about 27%;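 further: 0% = vehicle and 100% = reference inhibitor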
Target sequence (P9WQA3 whole entry, looked up): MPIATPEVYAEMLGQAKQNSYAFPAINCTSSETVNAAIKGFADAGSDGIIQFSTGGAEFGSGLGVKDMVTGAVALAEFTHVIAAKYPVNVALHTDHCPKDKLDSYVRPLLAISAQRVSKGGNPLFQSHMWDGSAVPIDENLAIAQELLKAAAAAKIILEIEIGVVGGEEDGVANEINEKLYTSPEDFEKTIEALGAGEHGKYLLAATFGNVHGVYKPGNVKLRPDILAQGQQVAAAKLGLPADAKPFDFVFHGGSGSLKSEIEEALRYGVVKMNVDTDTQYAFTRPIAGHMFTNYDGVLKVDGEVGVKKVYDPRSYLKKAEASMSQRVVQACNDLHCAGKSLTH
GDH-TPI counter = GDH-TPI coupled enzyme inhibition counter-screen | actives 1.2% (n = 360,000) | inhibition, % at 4.8 µM | GDH-TPI coupled enzyme counterscreen, NADH absorbance;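 further: 0% = DMSO wells and 100% = wells lacking the enzyme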
FadD28 FP inh = blocks FadD28 binding to the bisubstrate probe | fluorescence polarization | inhibition, % at 12.5 µM | actives 0.22% (n = 360,000); in the data active means inhibition above about 8.5%, passing the limit was not always enough; inconclusive means no clear call, values can overlap the other calls
* = called active by the depositor; & = joins results of further samples. Unless noted, no stated cut-off is given here; in the data, active means inhibition above about 30%; inactive means the rest.

How did CCOc1ccccc1Nc1ncnc2ccc(Br)cc12 do in these assays?
Rv3671c inh: 5; Mtb UGM inh: 0.4; CCHF vOTU inh: 8; MazF activator: 9; DUSP3 inh: 13; BoNT-F LC inh: inconclusive; FBA Mtb inh: 2; GDH-TPI counter: 7; FadD28 FP inh: -1.6

What do the screens show for `CCN(C(=O)CSc1nc2ccccc2c(=O)n1-c1ccc(C)cc1)C1CCS(=O)(=O)C1` (stereo not drawn)?
Rv3671c inh: 8; Mtb UGM inh: 0.0; CCHF vOTU inh: -2; MazF activator: 14; DUSP3 inh: 11; BoNT-F LC inh: 1; FBA Mtb inh: 6; GDH-TPI counter: -1; FadD28 FP inh: -2.4

Results for CC(C)c1ccc(NC(=O)COC(=O)CCC(=O)c2cccs2)cc1 ?
Mtb BioA inh: 0.4; Rv3671c inh: 0; Mtb UGM inh: -0.9; CCHF vOTU inh: -4; MazF activator: -4; DUSP3 inh: -8; BoNT-F LC inh: 4; FBA Mtb inh: 2; GDH-TPI counter: 4; FadD28 FP inh: -1.7

What do the screens show for `CC(O)CNCCNCc1cccs1` (stereo not drawn)?
Mtb BioA inh: -2.5; Rv3671c inh: 13; Mtb UGM inh: 0.4; CCHF vOTU inh: -12; MazF activator: 11; DUSP3 inh: 10; BoNT-F LC inh: -3; FBA Mtb inh: -5; GDH-TPI counter: -3; FadD28 FP inh: -2.1

How did CCc1nn(CC(=O)NCCCN(Cc2ccccc2)C(C)C)c(=O)c2cc3sccc3n12 do in these assays?
Mtb BioA inh: -0.1; Rv3671c inh: -5; Mtb UGM inh: -1.1; CCHF vOTU inh: -13; MazF activator: 9; DUSP3 inh: 8; BoNT-F LC inh: 3; FBA Mtb inh: 0; GDH-TPI counter: 14; FadD28 FP inh: -2.7

Results for COc1ccc(N2C(=O)CC(N3CCN(c4ccc(Cl)cc4)CC3)C2=O)cc1 (stereo not drawn) ?
Mtb BioA inh: -0.8; Rv3671c inh: -1; Mtb UGM inh: 1.8; CCHF vOTU inh: 0; MazF activator: 9; DUSP3 inh: 10; BoNT-F LC inh: 23; FBA Mtb inh: 1; GDH-TPI counter: -2; FadD28 FP inh: 2.1

What do the screens show for `COc1ccccc1-n1c(C)nc2cc(C(=O)NCc3ccc4c(c3)OCO4)ccc21`?
Rv3671c inh: -15; Mtb UGM inh: -1.1; CCHF vOTU inh: -4; MazF activator: -9; DUSP3 inh: -9; BoNT-F LC inh: -2; FBA Mtb inh: 0; GDH-TPI counter: 12; FadD28 FP inh: -1.7

How did CCCCN1C(=O)C(CC(=O)NCc2cccs2)CC(C(=O)N(C(C)C)C(C)C)=C1C (stereo not drawn) do in these assays?
Mtb BioA inh: -0.9; CCHF vOTU inh: 12; MazF activator: 4; BoNT-F LC inh: -4; FBA Mtb inh: -1; GDH-TPI counter: 2; FadD28 FP inh: -1.4

Results for CC1=NN(C(C#N)c2ccccc2O)C(C)(C)C1 (stereo not drawn) ?
Rv3671c inh: 10; Mtb UGM inh: 1.3; CCHF vOTU inh: -7; MazF activator: -11; DUSP3 inh: 12; BoNT-F LC inh: 2; FBA Mtb inh: 6; GDH-TPI counter: 8; FadD28 FP inh: -1.4

How did COc1ccc(N2CCN(c3cc(C)c4ccccc4n3)CC2)cc1 do in these assays?
Mtb BioA inh: -0.2; Rv3671c inh: 0; Mtb UGM inh: -2.2; CCHF vOTU inh: -4; MazF activator: 4; DUSP3 inh: 33; BoNT-F LC inh: -2; FBA Mtb inh: 2; GDH-TPI counter: 9; FadD28 FP inh: -1.7

Results for CN1C(=O)COc2ccc(C(=O)c3ccccc3C(=O)O)cc21 ?
Mtb BioA inh: -1.1; Rv3671c inh: -1; Mtb UGM inh: -0.5; CCHF vOTU inh: 9; MazF activator: 1; DUSP3 inh: 5; BoNT-F LC inh: -5; FBA Mtb inh: 4; GDH-TPI counter: 5; FadD28 FP inh: -2.0

What do the screens show for `CC(Nc1ccc(S(=O)(=O)N2CCN(C)CC2)cc1[N+](=O)[O-])c1ccccc1` (stereo not drawn)?
Mtb BioA inh: 0.6; CCHF vOTU inh: -2; MazF activator: 3; BoNT-F LC inh: 6; FBA Mtb inh: -4; GDH-TPI counter: 8; FadD28 FP inh: -0.4

Reprinted from the part before: 2 compounds, followed by the next part.
Results for CN1C(=O)COc2ccc(C(=O)c3ccccc3C(=O)O)cc21 ?
Mtb BioA inh: -1.1; Rv3671c inh: -1; Mtb UGM inh: -0.5; CCHF vOTU inh: 9; MazF activator: 1; DUSP3 inh: 5; BoNT-F LC inh: -5; FBA Mtb inh: 4; GDH-TPI counter: 5; FadD28 FP inh: -2.0

What do the screens show for `CC(Nc1ccc(S(=O)(=O)N2CCN(C)CC2)cc1[N+](=O)[O-])c1ccccc1` (stereo not drawn)?
Mtb BioA inh: 0.6; CCHF vOTU inh: -2; MazF activator: 3; BoNT-F LC inh: 6; FBA Mtb inh: -4; GDH-TPI counter: 8; FadD28 FP inh: -0.4

How did O=C(Nc1ccc(CN2CCCCC2)cc1)c1cc(Br)ccc1Cl do in these assays?
Rv3671c inh: 0; Mtb UGM inh: 0.3; CCHF vOTU inh: -4; MazF activator: 16; DUSP3 inh: 26; BoNT-F LC inh: 0; FBA Mtb inh: 2; GDH-TPI counter: 3; FadD28 FP inh: -0.4

How did Cc1cc(C)cc(NC(=O)N2CCCN(Cc3c(F)cccc3Cl)CC2)c1 do in these assays?
Mtb BioA inh: 1.6; Rv3671c inh: -3; Mtb UGM inh: -3.6; CCHF vOTU inh: 1; MazF activator: 1; DUSP3 inh: 31; BoNT-F LC inh: inconclusive; FBA Mtb inh: 4; GDH-TPI counter: -7; FadD28 FP inh: -3.2

Results for Cc1cc(C)n(-c2nc3sc4c(c3c3nnc(SC(C)C)n23)CC(C)(C)OC4)n1 ?
Mtb BioA inh: 1.3; Rv3671c inh: 4; Mtb UGM inh: 0.7; CCHF vOTU inh: -1; MazF activator: 1; BoNT-F LC inh: -4; FBA Mtb inh: 11; GDH-TPI counter: 14; FadD28 FP inh: -5.0

Results for COC(=O)c1ccc(C)c(NS(=O)(=O)c2cn(C)nc2C)c1 ?
Mtb BioA inh: -2.7; Rv3671c inh: -2; Mtb UGM inh: -0.4; CCHF vOTU inh: 2; MazF activator: -4; DUSP3 inh: 0; BoNT-F LC inh: 8; FBA Mtb inh: 3; GDH-TPI counter: 9; FadD28 FP inh: -3.1

What do the screens show for `CCNC(=O)c1ccc(NC(=O)CC2SC(N3CCCCC3)=NC2=O)cc1` (stereo not drawn)?
Mtb BioA inh: -0.1; Rv3671c inh: 0; Mtb UGM inh: -1.1; CCHF vOTU inh: 8; MazF activator: 2; BoNT-F LC inh: -4; FBA Mtb inh: 0; GDH-TPI counter: 3; FadD28 FP inh: -2.5

Results for CC(C)CC(NC(N)=O)C(=O)NCc1ccccc1Cl (stereo not drawn) ?
Rv3671c inh: 9; Mtb UGM inh: -0.3; CCHF vOTU inh: -7; MazF activator: 4; DUSP3 inh: 8; BoNT-F LC inh: -10; FBA Mtb inh: -2; GDH-TPI counter: -4; FadD28 FP inh: -0.6

Results for CC(=O)Oc1ccc(N(C(C)=O)S(=O)(=O)c2ccc(Cl)cc2)c2ccccc12 ?
Mtb BioA inh: 0.6; Rv3671c inh: -6; Mtb UGM inh: -2.2; CCHF vOTU inh: 0; MazF activator: 2; DUSP3 inh: 10; BoNT-F LC inh: inconclusive; FBA Mtb inh: 6; GDH-TPI counter: -7; FadD28 FP inh: 0.3

What do the screens show for `O=C(C1=C[C@H](c2coc3ccccc3c2=O)C[C@H](OCc2ccc(CO)cc2)O1)N1CCOCC1`?
Mtb BioA inh: 0.4&1.3; Rv3671c inh: 4; Mtb UGM inh: -2.2; CCHF vOTU inh: -2; MazF activator: 1; DUSP3 inh: 25; BoNT-F LC inh: -2; FBA Mtb inh: 2; GDH-TPI counter: 11; FadD28 FP inh: -0.5

Results for CC1CCC(N2CCN(c3ncccn3)CC2)CC1 (stereo not drawn) ?
Mtb BioA inh: -2.0; Rv3671c inh: -9; Mtb UGM inh: -1.1; CCHF vOTU inh: 4; MazF activator: 8; DUSP3 inh: 11; BoNT-F LC inh: -9; FBA Mtb inh: 5; GDH-TPI counter: -1; FadD28 FP inh: -1.0

How did Cc1nn(C)c(Cl)c1NC(=O)OCc1ccc(Cl)cc1Cl do in these assays?
Mtb BioA inh: -1.9; Rv3671c inh: 3; Mtb UGM inh: -0.3; CCHF vOTU inh: 10; MazF activator: -2; DUSP3 inh: 32; BoNT-F LC inh: -6; FBA Mtb inh: -2; GDH-TPI counter: 3; FadD28 FP inh: -1.4

How did CCC(C)NC(=S)N1CCN(Cc2ccccc2)CC1 (stereo not drawn) do in these assays?
Mtb BioA inh: 1.2; Rv3671c inh: 2; Mtb UGM inh: 1.2; CCHF vOTU inh: -14; MazF activator: 4; DUSP3 inh: 6; BoNT-F LC inh: 4; FBA Mtb inh: 0; GDH-TPI counter: 9; FadD28 FP inh: 1.1

Results for COc1cccc(NC(=O)NC2CCN(Cc3nnnn3Cc3ccc(F)cc3)CC2)c1 ?
Rv3671c inh: -8; Mtb UGM inh: -0.2; CCHF vOTU inh: -1; MazF activator: 5; DUSP3 inh: 22; BoNT-F LC inh: -6; FBA Mtb inh: 2; GDH-TPI counter: -17; FadD28 FP inh: -1.1

Results for CC(=O)N1CCN(c2ccc([N+](=O)[O-])c(NCc3cccnc3)c2)CC1 ?
Mtb BioA inh: 16; Rv3671c inh: -15; Mtb UGM inh: 1.6; CCHF vOTU inh: -6; MazF activator: 3; DUSP3 inh: 18; BoNT-F LC inh: 3; FBA Mtb inh: -13; GDH-TPI counter: 3; FadD28 FP inh: -2.5

How did CSc1ccccc1N=CC1=C(O)CC(C)(C)CC1=O do in these assays?
Mtb BioA inh: -0.6; Rv3671c inh: 1; Mtb UGM inh: -0.5; CCHF vOTU inh: 12; MazF activator: 2; DUSP3 inh: 13; BoNT-F LC inh: 3; FBA Mtb inh: 1; GDH-TPI counter: 23; FadD28 FP inh: -1.0

How did O=C(C1=C(O)C(=O)N(Cc2ccco2)C1c1ccccc1F)c1cccs1 (stereo not drawn) do in these assays?
Rv3671c inh: -12; Mtb UGM inh: 3.0; CCHF vOTU inh: 3; MazF activator: -2; DUSP3 inh: 39; BoNT-F LC inh: -4; FBA Mtb inh: -4; GDH-TPI counter: 10; FadD28 FP inh: -1.7

What do the screens show for `CC(C)[C@H](NS(=O)(=O)c1ccc2c(c1)OCCO2)C(=O)OCC(=O)Nc1cccc(Cl)c1Cl`?
Rv3671c inh: -20; Mtb UGM inh: -0.4; CCHF vOTU inh: 5; MazF activator: -5; DUSP3 inh: -5; BoNT-F LC inh: 1; FBA Mtb inh: -2; GDH-TPI counter: -5; FadD28 FP inh: 0.0

What do the screens show for `Cc1cc(=O)c(C(=O)O)nn1-c1cccc(C(F)(F)F)c1`?
Mtb BioA inh: 0.0; Rv3671c inh: -2; Mtb UGM inh: -1.4; CCHF vOTU inh: -11; MazF activator: 10; DUSP3 inh: 25; BoNT-F LC inh: 16; FBA Mtb inh: -6; GDH-TPI counter: -7; FadD28 FP inh: -3.3

What do the screens show for `O=C(N/N=C/c1ccc(-c2ccccc2[N+](=O)[O-])o1)c1cccnc1`?
Mtb BioA inh: inconclusive; Rv3671c inh: -23; Mtb UGM inh: -3.2; CCHF vOTU inh: 16; MazF activator: -9; DUSP3 inh: 14; BoNT-F LC inh: 9; FBA Mtb inh: -3; GDH-TPI counter: 22; FadD28 FP inh: -0.9

How did COc1ccccc1/C=C/C=N/NC(=O)CCC1C(=O)NN=C1C (stereo not drawn) do in these assays?
Rv3671c inh: 6; Mtb UGM inh: -0.4; CCHF vOTU inh: 4; MazF activator: -4; DUSP3 inh: 16; BoNT-F LC inh: 2; FBA Mtb inh: -3; GDH-TPI counter: 25; FadD28 FP inh: -2.6

What do the screens show for `O=S(=O)(c1ccc2ccccc2c1)N1CCN(C(=S)Nc2ccccc2F)CC1`?
Mtb BioA inh: -2.7; Rv3671c inh: 3; Mtb UGM inh: -0.7; CCHF vOTU inh: 0; MazF activator: -2; DUSP3 inh: 23; BoNT-F LC inh: -2; FBA Mtb inh: 1; GDH-TPI counter: 7; FadD28 FP inh: -0.2
